inhibitors of VEEV: inhibitors of VEEV TC-83 cytopathic effect, confirmation, Vero cells (AID 588727); inhibition, % at 20 µM, or IC50 in µM where a hit was titrated; Vero cells, VEEV TC-83 cytopathic effect inhibition; higher % means a stronger effect; 0.13% of 350,000 active; in the data active = a potency from the dose series; inconclusive = inhibition mostly from about 14% at the one dose, without a potency; inactive = the rest, 99 in 100 with inhibition below about 12%; note: strong numbers were not always called active
influenza NS1A: NS1A inhibition, H1N1 influenza, cell based functional assay (AID 504329); NS1A functional cell-based assay, percent inhibition; higher % means a stronger effect; inhibition, % at 12.5 µM; hits with a dose series show IC50 in µM; 0.3% of 340,000 active; in the data active = a potency from the dose series; inconclusive = inhibition above about 27% without an active follow-up result; note: strong numbers were not always called active
tuberculosis growth: growth inhibition of non-replicating M. tuberculosis (AID 488890); 0.39% of 320,000 active; Mycobacterium tuberculosis non-replicating, growth inhibition; higher % means a stronger effect; one-dose inhibition, % at 25 µM; IC50 in µM for titrated hits; in the data active = a potency from the dose series; inconclusive = inhibition mostly from about 82% at the one dose, without a potency; inactive = the rest, 99 in 100 with inhibition below about 76%;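 note: plate controls were DMSO cells for no effect and high antibiotic wells for full effect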
M. tuberculosis HTS: M. tuberculosis growth inhibition, HTS (AID 449762); M. tuberculosis H37Rv growth inhibition, 7H9 media; higher % means a stronger effect; inhibition, % at 25 µM; hits with a dose series show IC50 in µM; 0.59% of 330,000 active; in the data active = a potency from the dose series; inconclusive = inhibition above about 70% without an active follow-up result;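 note: bacterial growth assessed after seven days of incubation; strong numbers were not always called active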
Salmonella PhoP GFP: Inhibition of PhoP regulon, Salmonella typhi GFP reporter cells, confirmation, 4 h (AID 1850); Salmonella Typhi PhoP-promoter GFP reporter, fluorescence, 4 h; higher % means a stronger effect; one-dose inhibition, % at 50 µM; IC50 in µM for titrated hits; 0.33% of 310,000 active; in the data active = a potency from the dose series; inconclusive = inhibition mostly from about 25% at the one dose, without a potency; inactive = the rest, 99 in 100 with inhibition below about 19%;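 note: 0% = induced wells with vehicle and 100% = uninduced wells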
An asterisk follows results filed as active; i = inactive; ? = inconclusive; nt = no result given.

SMILES	inhibitors of VEEV	influenza NS1A	tuberculosis growth	M. tuberculosis HTS	Salmonella PhoP GFP
COC(=O)c1sc(-c2ccc(Cl)cc2)cc1N	6.0%	nt	-6%	4%	3%
COc1ccccc1CNCC(=O)NCc1ccc(C)cc1	1.0%	-1%	7%	-8%	12%
CC(=O)Nc1ccc(S(=O)(=O)NCC2CCC(C(=O)NCCc3ccccc3)CC2)cc1 (stereo not drawn)	1.5%	2%	-2%	-9%	-2%
O=C(NC1CCN(C(=O)NCc2ccccc2)CC1)c1ccco1	1.8%	3%	6%	2%	-4%
Cc1c(C(=O)NNS(=O)(=O)c2ccccc2Cl)sc(=S)n1C	1.1%	-6%	-12%	5%	-20%
CCn1ncc(Br)c1C(=O)Nc1ccc(C(C)C)cc1	1.3%	-14%	16%	14%	9%
CCCCn1nc(NC(=O)c2cccs2)c2cc3ccccc3nc21	i	-33%	12%	17%	-8%
Cc1cc2c(cc1C)N(C(=O)CSC1=NCCS1)C(C)(C)c1ssc(=S)c1-2	i	15%	nt	6%	9%
CC(=O)N(c1ccc(Cl)cc1)c1cn(C(C)=O)c2ccccc12	3.8%	8%	20%	9%	6%
CCCCCCNC(=O)N[C@@H](Cc1ccc(O)cc1)C(=O)NCCC[C@H]1CN2C(=NC[C@H]2C)N1CC1CCC1	nt	nt	?	16%	16%
Cn1cc(/C=C/C(=O)N2CCCC(C(=O)c3cccc(C(F)(F)F)c3)C2)cn1 (stereo not drawn)	i	-15%	3%	-2%	-1%
O=C(CN(C(=O)CNC(=O)c1ccco1)c1ccccc1F)NC1CCCCC1	0.7%	2%	-18%	7%	0%
CCNS(=O)(=O)c1cc(OC)c(Cl)cc1OC	2.0%	-4%	-4%	-4%	-2%
CN(Cc1cccs1)C(=O)CSc1nc2ccccc2[nH]1	0.5%	0%	5%	2%	12%
O=C(Nc1ccc2c(c1)OCO2)C1CCCN1C(=O)OCc1ccccc1 (stereo not drawn)	1.4%	2%	9%	-4%	-6%
CC(=O)N(/N=C1/C(=O)Nc2ccccc21)c1ccccc1	6.1%	6%	-7%	-2%	-20%
CCn1c(N2CCN(CC(=O)c3c(C)n(C)c4ccc(OC)cc34)CC2)nc2c1c(=O)[nH]c(=O)n2C	6.6%	nt	2%	-2%	9%
COC(=O)N/N=C/c1ccccc1OCCOc1ccc(OC)cc1	i	4%	16%	-3%	-20%
COc1ccc(C(CN(C)C)C2(O)CCCCC2)cc1 (stereo not drawn)	0.5%	-6%	-10%	-3%	-7%
COC(=O)C1=C(CSc2nc3c(cc2C#N)CN(C)CC3)OC(N)=C(C#N)C1c1ccc(F)cc1 (stereo not drawn)	2.8%	-3%	18%	-10%	7%
COc1ccc2[nH]c(=O)c(CN(CCc3cccc(C)c3)C(C)=O)cc2c1	1.6%	-9%	11%	8%	4%
O=C(CN1C(=O)c2ccccc2C1=O)N1CCOCC1	0.4%	-6%	-8%	-7%	-6%
CC(C)(C)OC(=O)N(CCc1ccccc1)Cc1cccc(OCc2cccc(NC(=O)C3CCC3)c2)c1	0.6%	-5%	nt	nt	nt
Cc1cc2n(n1)C(c1c[nH]c3ccccc13)Nc1ccccc1-2 (stereo not drawn)	i	-7%	28%	?	-3%
CCOC(=O)N1CCN(c2cc(=O)n(Cc3ccc(F)cc3)c(=O)[nH]2)CC1	0.8%	1%	5%	-11%	1%

Arranged by SMILES length (ascending): some entries from above
SMILES	inhibitors of VEEV	influenza NS1A	tuberculosis growth	M. tuberculosis HTS	Salmonella PhoP GFP
CCNS(=O)(=O)c1cc(OC)c(Cl)cc1OC	2.0%	-4%	-4%	-4%	-2%
O=C(CN1C(=O)c2ccccc2C1=O)N1CCOCC1	0.4%	-6%	-8%	-7%	-6%
CCn1ncc(Br)c1C(=O)Nc1ccc(C(C)C)cc1	1.3%	-14%	16%	14%	9%
CN(Cc1cccs1)C(=O)CSc1nc2ccccc2[nH]1	0.5%	0%	5%	2%	12%
CC(=O)N(/N=C1/C(=O)Nc2ccccc21)c1ccccc1	6.1%	6%	-7%	-2%	-20%
Cc1cc2n(n1)C(c1c[nH]c3ccccc13)Nc1ccccc1-2 (stereo not drawn)	i	-7%	28%	?	-3%
O=C(CN(C(=O)CNC(=O)c1ccco1)c1ccccc1F)NC1CCCCC1	0.7%	2%	-18%	7%	0%
COc1ccc2[nH]c(=O)c(CN(CCc3cccc(C)c3)C(C)=O)cc2c1	1.6%	-9%	11%	8%	4%
Cc1cc2c(cc1C)N(C(=O)CSC1=NCCS1)C(C)(C)c1ssc(=S)c1-2	i	15%	nt	6%	9%
Cn1cc(/C=C/C(=O)N2CCCC(C(=O)c3cccc(C(F)(F)F)c3)C2)cn1 (stereo not drawn)	i	-15%	3%	-2%	-1%
CC(C)(C)OC(=O)N(CCc1ccccc1)Cc1cccc(OCc2cccc(NC(=O)C3CCC3)c2)c1	0.6%	-5%	nt	nt	nt
CCn1c(N2CCN(CC(=O)c3c(C)n(C)c4ccc(OC)cc34)CC2)nc2c1c(=O)[nH]c(=O)n2C	6.6%	nt	2%	-2%	9%
CCCCCCNC(=O)N[C@@H](Cc1ccc(O)cc1)C(=O)NCCC[C@H]1CN2C(=NC[C@H]2C)N1CC1CCC1	nt	nt	?	16%	16%

The list continues.
SMILES	inhibitors of VEEV	influenza NS1A	tuberculosis growth	M. tuberculosis HTS	Salmonella PhoP GFP
c1ccc(CCn2c(SCc3ccccc3)nnc2-c2ccncc2)cc1	1.4%	4%	2%	1%	9%
CCN1CCN(c2ccc(NC(=O)c3cccc4ncccc34)cc2)CC1	0.1%	4%	-6%	-5%	8%
Cc1ccc2[nH]c(O)c(N=NC(N)=S)c2c1	1.0%	-11%	27%	-4%	4%
Cc1ccc(/C=[N+](\[O-])c2ccc(N(C)C)cc2)c2nsnc12	12%	24%	nt	nt	nt
O=C(CNC(=O)c1cc(=O)[nH]c2ccccc12)Nc1ccc(F)c(F)c1	1.1%	-2%	2%	0%	3%
O=C1CC(N2CCCCC2)C(=O)N1c1ccccc1 (stereo not drawn)	0.7%	3%	51%	-2%	5%
CCCNC(=O)C1CN(C(=O)c2nn(Cc3ccccc3)c(=O)c3ccccc23)c2ccccc2O1 (stereo not drawn)	1.1%	-2%	37%	1%	nt
Cc1cccc(C)c1NC(=O)C(NC=O)c1ccccc1 (stereo not drawn)	0.4%	-8%	1%	-5%	13%
CC(C)(ONC(=O)Nc1ccccc1Cl)C(=O)O	i	9%	-10%	-2%	1%
COc1ccc([N+](=O)[O-])cc1NC(=S)NC(NC(C)=O)C(Cl)(Cl)Cl (stereo not drawn)	2.2%	-7%	10%	-9%	-14%
O=S(=O)(CCN1CCSCC1)c1ccc(Cl)cc1	i	-10%	77%	-12%	-5%
O=C(O)c1cc2c(cc1Cl)N1CCCCCC1=NS2(=O)=O	1.1%	-4%	15%	11%	-2%
O=C(NC1CCCC1)c1n[nH]c2ccccc12	1.6%	-9%	12%	4%	9%
COc1ccc(NC(=O)c2ccc3ccccc3n2)cc1S(=O)(=O)N1CCCCC1	6.7%	-1%	23%	1%	-12%
COc1ccc2[nH]c(=O)c(CN(C(=O)NC3CCCCC3)C3CCCC3)cc2c1	5.7%	6%	23%	2%	5%
CSC(=Nc1ccccc1)C1=C(O)COC1=O	1.9%	-9%	-12%	4%	-5%
COC(=O)c1ccccc1NC(=O)C1CCN(c2ncnc3c2nc2n3CCCCC2)CC1	2.1%	4%	12%	17%	-9%
N=c1c2cn[nH]c2nc(SCC(=O)c2ccc(Br)cc2)n1-c1ccc(Br)cc1	1.1%	-4%	4%	8%	-3%
COc1cc2c(cc1OC)-c1cc(OCc3ccccc3Cl)nc(=O)n1CC2	0.7%	-3%	-10%	7%	-9%
Cc1cc(N)c2ccccc2n1	1.5%	-2%	-5%	2%	2%
COCCN1C(=O)N(c2cccc(OC)c2)C(=O)C1CC(=O)Nc1cccc(F)c1 (stereo not drawn)	0.6%	-5%	5%	-3%	-1%
Cc1ccc(NC(=O)CC2Oc3ccc(C)cc3NC2=O)c(C)c1 (stereo not drawn)	0.1%	8%	-8%	0%	-12%
CC1Sc2ccc(C(=O)O)cc2NC1=O (stereo not drawn)	5.7%	-2%	0%	6%	-2%
CCCOC(=O)c1cccc(NC(=O)COc2ccc([N+](=O)[O-])cc2)c1	1.9%	-4%	76%	66%	1%
Cc1ccc(C(=O)N/N=C2\CC3CC=CC23)c(C)c1 (stereo not drawn)	1.6%	1%	5%	-6%	2%

Nothing new here: 2 of the compounds above.
SMILES	inhibitors of VEEV	influenza NS1A	tuberculosis growth	M. tuberculosis HTS	Salmonella PhoP GFP
c1ccc(CCn2c(SCc3ccccc3)nnc2-c2ccncc2)cc1	1.4%	4%	2%	1%	9%
CCN1CCN(c2ccc(NC(=O)c3cccc4ncccc34)cc2)CC1	0.1%	4%	-6%	-5%	8%

More entries follow.
SMILES	inhibitors of VEEV	influenza NS1A	tuberculosis growth	M. tuberculosis HTS	Salmonella PhoP GFP
CCS(=O)(=O)N1CCN=C1SC(C)c1ccccc1 (stereo not drawn)	2.0%	-8%	22%	0%	-4%
O=C(O)CC(NC(=O)c1cccc(F)c1)c1ccc(OC2CCCC2)cc1 (stereo not drawn)	0.8%	21%	nt	-1%	-9%
Cc1nn(Cc2ccc(Cl)c(Cl)c2)c(C)c1NC(=O)c1cc(-c2ccc3c(c2)OCO3)on1	4.8%	3%	23%	-11%	-4%
CC(=O)Nn1cc2c(c1-c1ccccc1)c(=O)n(C)c(=O)n2C	2.4%	-6%	-3%	1%	1%
CCOC(=O)C1CCCN(C(=O)c2sc3nc(-c4ccc(OC)cc4)cn3c2C)C1 (stereo not drawn)	3.2%	6%	17%	-5%	-11%
Cc1ccccc1CC(=O)N1CCN(S(=O)(=O)c2cccs2)CC1	7.4%	-7%	-18%	-16%	-13%
Nc1ccc(Oc2ncccn2)c(Cl)c1	i	-12%	-5%	2%	-4%
CCCNC(=O)c1ccccc1NS(=O)(=O)c1ccc(OC)c(OC)c1	6.3%	5%	-10%	-6%	-6%
COc1ccc(OC)c(CNc2ncc(-c3ccc(F)cc3)n2C)c1	i	6%	nt	nt	nt
CC(C)OC(=O)Cn1cnc2ccc(Br)cc2c1=O	0.2%	15%	23%	-1%	0%
CN(CC(=O)NCCc1ccc(F)cc1)Cc1ccccc1	i	0%	21%	0%	-30%
CCC1(C)Cc2c(C#N)c(N)n(-c3ccccc3)c(=S)c2CO1 (stereo not drawn)	2.0%	-4%	5%	3%	1%
COc1ccc(-c2csc(N3CCN(Cc4ccc5c(c4)OCO5)CC3)n2)cc1	1.4%	3%	4%	0%	-2%
Oc1c(Br)cc(Br)cc1C=Nc1cccc2ncccc12	4.0%	1%	?	1%	37µM*
CC(C)C(c1nnnn1C1CCCC1)N1CCN(c2ccccc2F)CC1 (stereo not drawn)	1.3%	-6%	5%	1%	4%
Cc1nc2cc(C(F)(F)F)ccc2n1CCNc1nc(-c2ccc(F)cc2)cs1	3.0%	0%	18%	-1%	-58%
CCOC(=O)CSc1nnc(-c2ccc([N+](=O)[O-])cc2)o1	0.8%	18%	?	?	-4%
CCC(=O)NC(Nc1cc(C)cc(C)n1)(C(F)(F)F)C(F)(F)F	1.6%	-27%	-7%	-7%	-6%
CC(=O)Oc1ccc(-c2ccc(C(=O)Nc3cccc(S(=O)(=O)N4CCOCC4)c3)cc2)cc1	?	11%	7%	-3%	-1%
CCCNC(=O)OC[C@H]1O[C@H](CCO/N=C/C[C@@H]2C=C[C@H](OC(C)=O)[C@@H](COC(C)=O)O2)C=C[C@@H]1Oc1ccc(OC)cc1	nt	nt	1%	2%	0%
CCC(CC)c1nnc(NC(=O)c2cccc(S(=O)(=O)N3CCOCC3)c2)s1	2.9%	5%	56%	-2%	nt
CCO[C@@H]1OC(C(N)=O)=C[C@H](C2CC2)[C@H]1CCCO	i	2%	9%	-1%	7%
CC1=[N+](C)c2ccc3ccccc3c2C1(C)C	i	18%	61%	9%	2%
CCN(CC)CCCNC(=O)c1ccc2c(Cl)c3c(nc2c1)CCCC3	23µM*	10%	27%	0%	-8%
C#CCOC(=O)CCCNc1ccc([N+](=O)[O-])cc1[N+](=O)[O-]	1.5%	2%	?	?	-11%
COC(=O)c1ccc(Oc2nc(Nc3ccc(F)cc3)nc(N3CCCC3)n2)cc1	i	3%	0%	3%	-9%
O=C(NC1CCCCC1)C(c1ccccc1)N(Cc1ccco1)C(=O)Cn1cnc2ccccc21 (stereo not drawn)	7.3%	12%	nt	nt	nt
Cc1c(C)n(C(=O)CN2CCN(c3ccccn3)CC2)c2ccccc12	5.5%	-3%	10%	-1%	-3%
COc1ccc(CCNC2CCCCCC2)cc1	0.0%	0%	-6%	-16%	0%
CC(=O)N=c1sc2nc3ccccc3nc2n1N(C(C)=O)C(C)=O	3.1%	-6%	23%	-9%	-2%

Source: PubChem
